RGS4-Gao reg – modulates binding of RGS4 to human Galphao; P09471; Multiplexed bead flow cytometry; actives lie on both sides; binding response (% of control), % at 10 µM; 220,000 compounds, 0.33% hits; AID 1415; in the data active means binding response below about 49% or above about 150%; inactive means in between;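 further: fluorescent Galphao activated with aluminum fluoride binding bead-coupled RGS4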
Target sequence (P09471 whole entry, looked up): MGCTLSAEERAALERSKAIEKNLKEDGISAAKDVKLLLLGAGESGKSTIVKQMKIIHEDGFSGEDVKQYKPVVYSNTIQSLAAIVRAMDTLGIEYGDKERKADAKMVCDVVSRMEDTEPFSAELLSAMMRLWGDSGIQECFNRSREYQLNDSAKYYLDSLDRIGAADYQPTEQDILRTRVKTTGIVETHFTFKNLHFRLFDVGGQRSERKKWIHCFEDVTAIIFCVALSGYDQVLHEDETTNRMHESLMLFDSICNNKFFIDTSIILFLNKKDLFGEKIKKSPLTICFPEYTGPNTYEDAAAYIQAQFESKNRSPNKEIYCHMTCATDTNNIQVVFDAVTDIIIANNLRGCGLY
Mcl1 Bid PPI – Mcl-1/Bid interaction inhibition; 220,000 compounds, 0.97% hits; Q07820; TR-FRET Mcl-1/Bid-Dy647 peptide binding, 1536-well; inhibition, % at 21.7 µM;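 active means compounds that cut the binding signal by more than half at the single screening dose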;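 further: His-tagged Mcl-1 with europium anti-His antibody binding Bid BH3 peptide; 0% = Mcl-1 plus peptide wells and 100% = peptide-only wells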
Target sequence (Q07820 whole entry, looked up): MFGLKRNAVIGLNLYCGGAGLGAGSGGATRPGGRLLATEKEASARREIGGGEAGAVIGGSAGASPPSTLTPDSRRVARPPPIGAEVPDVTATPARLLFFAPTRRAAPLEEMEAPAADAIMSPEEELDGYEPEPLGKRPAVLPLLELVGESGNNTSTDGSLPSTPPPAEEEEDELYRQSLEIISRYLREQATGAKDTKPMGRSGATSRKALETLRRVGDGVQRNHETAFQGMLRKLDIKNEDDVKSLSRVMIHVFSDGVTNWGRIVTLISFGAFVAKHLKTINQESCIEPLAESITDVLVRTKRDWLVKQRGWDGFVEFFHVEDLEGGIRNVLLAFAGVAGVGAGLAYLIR
RGS8-Gao reg – modulates binding of RGS8 to human Galphao. 220,000 compounds, 0.34% hits. P09471. response (percent of control binding), % at 10 µM. multiplexed bead flow cytometry; actives lie on both sides; in the data active means response below about 60% or above about 140%; inactive means in between;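 further: Galphao activated as the GDP aluminium fluoride complex binding bead-coupled RGS8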
RGS7-Gao – regulators of human RGS7-Galphao interaction | P09471 | Multiplexed bead flow cytometry, RGS7-Galphao binding; actives lie on both sides | binding response (% of control), % at 10 µM | 220,000 compounds, 0.35% hits; in the data active means binding response below about 49% or above about 150%; inconclusive means no clear call, values can overlap the other calls; inactive means in between;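 further: fluorescent Galphao held in activated GDP-AlF4 state binding bead-coupled RGS7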
Active calls of the source: *; u = inconclusive; x = no result given; & = joins results of further samples. These rows are one share of the data. The share of hits here may be higher or lower than overall.

no.	RGS4-Gao reg	Mcl1 Bid PPI	RGS8-Gao reg	RGS7-Gao	Structure
1	147	-51	x	x	CSCCC(NC(=O)C1CCCCC1)c1nc2ccccc2[nH]1 (stereo not given)
2	103	-6	100	u	COc1ccc(-c2cc(=O)oc(-c3cccc(C)c3)n2)cc1
3	105	-2	103	u	Cc1ccc(Nc2nc(N)c([N+](=O)[O-])c(NCc3ccccc3)n2)cc1
4	101	-48	103	u	CC(=O)C(=Cc1ccc(O)cc1)C(C)=O
5	99	-145	100	u	Nc1c(Cl)ncnc1N/N=C/c1ccc(O)cc1
6	100	-1	97	u	CN(Cc1nc(-c2ccccc2)no1)C1CCOCC1
7	96	-20	97	u	O=C(O)C/C(=C\c1cccc(NC(=O)c2ccccc2Cl)c1)c1nc2ccccc2s1
8	111	-33	105	u	COc1ccc(/C(N)=N/OC(=O)c2cccs2)cc1
9	102	-10	103	u	Cc1ccc(SCCC(=O)OCC(=O)Nc2ccc(S(N)(=O)=O)cc2)cc1
10	102	-10	100	u	C#CCOCCOCCOCCNc1nc(N2CCN(C(=O)[C@H](CCC(=O)O)n3cc(C(N)CO)nn3)CC2)nc(N2CCN(C(=O)[C@H](CCCCN)n3cc(C(N)[C@H](C)CC)nn3)CC2)n1 (stereo not given in full)
11	100	-8	101	u	CC(O)CNc1nc2sc3c(c2c(=O)n1Cc1ccco1)CCCCC3 (stereo not given)
12	96	3	101	u	O=C(NC1CCCCC1)c1ccc(-n2cnnn2)cc1
13	92	-16	98	u	COCCCNC(=S)N/N=C/c1ccc(OC)cc1
14	101	-18	100	u	COC(=O)c1ccc(Cl)cc1N(Cc1c(F)cccc1Cl)S(C)(=O)=O
15	94	-20	99	u	O=C(CSC(=S)N1CCOCC1)Nc1nccs1
16	106	-21	104	u	Cc1cc(C)cc(NC(=O)c2ccc(CNc3c(N4CCCC4)c(=O)c3=O)cc2)c1
17	100	-1	103	u	O=C(CN1CCN(c2ccccc2)CC1)Nc1scc2c1c(=O)oc1ccccc12
18	96	-157	97	u	COc1cccc(-c2n[nH]c(=S)n2Cc2ccco2)c1
19	102	-7	104	u	COc1ccc([N+](=O)[O-])cc1NS(=O)(=O)c1cc(C(=O)O)ccc1OC
20	105	-103	96	u	S=c1[nH]nc(-c2cc(-c3ccccc3)n[nH]2)n1/N=C/c1ccccc1
21	89	-51	92	u	Cc1c(/C=C2\SC(=Nc3cccc(C(=O)O)c3)NC2=O)c2ccccc2n1C
22	100	-23	102	u	O=c1c2ccccc2c(C=Nc2ccc(O)cc2)c(O)n1Cc1ccccc1
23	91	-75	96	u	O=C(Oc1c(CN2CCOCC2)cc(Cl)c2cccnc12)c1ccccc1Br
24	97	-7	97	u	NC(=O)NC(CC(=O)NCCCc1ccccc1)c1ccc(Cl)cc1 (stereo not given)

Structures shown so far that contain a Cl atom, in the order listed:
no.	RGS4-Gao reg	Mcl1 Bid PPI	RGS8-Gao reg	RGS7-Gao	Structure
5	99	-145	100	u	Nc1c(Cl)ncnc1N/N=C/c1ccc(O)cc1
7	96	-20	97	u	O=C(O)C/C(=C\c1cccc(NC(=O)c2ccccc2Cl)c1)c1nc2ccccc2s1
14	101	-18	100	u	COC(=O)c1ccc(Cl)cc1N(Cc1c(F)cccc1Cl)S(C)(=O)=O
23	91	-75	96	u	O=C(Oc1c(CN2CCOCC2)cc(Cl)c2cccnc12)c1ccccc1Br
24	97	-7	97	u	NC(=O)NC(CC(=O)NCCCc1ccccc1)c1ccc(Cl)cc1 (stereo not given)

A different layout for two compounds above:
22) O=c1c2ccccc2c(C=Nc2ccc(O)cc2)c(O)n1Cc1ccccc1
  RGS4-Gao reg = 100
  Mcl1 Bid PPI = -23
  RGS8-Gao reg = 102
  RGS7-Gao = u

21) Cc1c(/C=C2\SC(=Nc3cccc(C(=O)O)c3)NC2=O)c2ccccc2n1C
  RGS4-Gao reg = 89
  Mcl1 Bid PPI = -51
  RGS8-Gao reg = 92
  RGS7-Gao = u

The list continues.
no.	RGS4-Gao reg	Mcl1 Bid PPI	RGS8-Gao reg	RGS7-Gao	Structure
25	98	-26	102	u	Cc1cc(C)nc(-n2nc(C)cc2NC(=O)c2ccc(S(=O)(=O)N3CCOCC3)cc2)n1
26	105	-1	102	u	OC(c1ccccc1)C(CN1CCOCC1)c1ccccc1 (stereo not given)
27	101	5	100	u	Cc1nc(N2CCOCC2)nc(Oc2ccccc2)c1[N+](=O)[O-]
28	98	-38	99	u	CC1CC(C)CN(C(=O)c2ccc(CNc3c(N4CCCC4)c(=O)c3=O)cc2)C1 (stereo not given)
29	84	-146	95	u	COc1cc(/C=N/N(C)C)cc(Br)c1O
30	96	-55	98	u	COc1c(O)cc2oc(-c3ccc(O)cc3)cc(=O)c2c1O
31	101	-46	103	u	C=CCN1C=CC(=CC=C(C#N)C#N)C=C1
32	101	-10	99	u	COC(=O)[C@H](Cc1c[nH]c2ccccc12)NC(=O)Nc1ccccc1OC
33	103	-15	102	u	CCCCCCCc1n[nH]c(=S)n1Cc1ccccc1
34	98&99	4&-11	101&101	u	N#CC(=C=[N-])c1nc2ccccc2nc1-[n+]1cccc(NC(=O)c2ccccc2)c1
35	92	-103	95	u	COC(=O)CCCCCNC(=S)Nc1ccc2[nH]c(=O)[nH]c2c1
36	97	-13	94	u	O=C(O)/C=C/C(=O)Nc1ccc(N2CCOCC2)nc1N1CCOCC1
37	101	-11	101	u	CC(=O)Nc1ccc(-c2cc(C(=O)O)c3ccc(C)cc3n2)cc1
38	100	-12	104	u	COc1ccccc1NC(=O)CSc1nnc(C2CCCCC2)n1-c1ccccc1
39	109	-3	111	u	COc1ccc([N+](=O)[O-])c(OC)c1C(=O)NC(=O)Nc1nc(C)cc(C)n1
40	101	-22	103	u	CCNC(=S)/N=C(/Nc1ccc(OC)cc1)Nc1nc(C)cc(C)n1
41	99	-43	99	u	CC(C)=CC(O)C/C(C)=C/COc1ccc2ccc(=O)oc2c1 (stereo not given)
42	98	-51	98	u	COc1cc(/C=C2\SC(=S)N(NS(=O)(=O)c3ccccc3)C2=O)cc(OC)c1OC
43	103	51*	101	u	O=C(O)CSc1cc(C(=O)c2ccccc2O)cn2c(=O)c3c4c(sc3nc12)CCCC4
44	101	-37	101	u	NCCc1c(C(=O)O)[nH]c2ccc([N+](=O)[O-])cc12
45	82	-10	99	u	Cc1csc2c(NCCCN3CCOCC3)ncnc12
46	101	-63	101	u	FC(F)(F)c1cc(CCN2C(=S)NC[C@@H]2CC2CCCCC2)cc(C(F)(F)F)c1
47	98	-11	99	u	Cc1ccc2[nH]c(C(=O)O)c(NC(=O)[C@@H]3C[C@@H]3c3ccccc3)c2c1
48	108	-33	101	u	O=C(O)[C@H](Cc1ccccc1)NC(=O)N1CCN(c2cccc(C(F)(F)F)c2)CC1
49	103	-2	101	u	O=C(C[n+]1cc(-c2ccc(F)cc2)n2c1CCC2)c1cccs1
50	102	-81	103	u	O=C(CN1CC[n+]2c(-c3ccccc3)csc21)c1ccc(Br)cc1
51	95	-43	93	u	COc1ccc(C(C2C(=O)CC(C)(C)CC2=O)C2C(=O)CC(C)(C)CC2=O)cc1
52	95	-112	100	u	COc1cccc2cc(C(=O)C3=C(O)C(=O)N(CCN4CCOCC4)C3c3ccc(Cl)cc3)oc12 (stereo not given)
53	101	-46	102	u	Cc1nccn1CCCNC(=O)CC1C(=O)NCCN1Cc1ccccc1C(F)(F)F (stereo not given)
54	102	-30	100	u	Cn1nc(NC(=O)C(F)(F)F)c2ncc(-c3ccc(Cl)cc3)nc21
55	111	-43	105	u	Cn1c(=O)c2c(ncn2C)n(C)c1=O
56	99	-13	101	u	CC(C)Cc1csc(NC(=O)C(C)C)c1C(=O)O
57	108	-24	103	u	Cc1nc2ccccc2c(=O)n1/N=C/c1cn[nH]c1-c1ccccc1
58	99	-2	99	u	Cc1ccc(Cl)cc1NC(=S)N/N=C/c1cccc2ccccc12
59	99	-2	99	u	O=C(O)c1ccccc1OCc1ccccc1Cl
60	105	-4	101	u	O=C(c1cc([N+](=O)[O-])[nH]n1)N1CCSCC1
61	95	-17	97	u	CC(=O)N(c1nc(/C=C\C(=O)O)cs1)c1ccccc1F
62	105	-26	106	u	COC(=O)c1ccccc1N=Nc1c(N)n[nH]c1N
63	80	-38	94	u	O=C(c1ccc2c(c1)OCO2)N1CCC2(CC1)Oc1ccc(Cl)cc1C(=O)C21CC(c2ccccc2)=NO1 (stereo not given)
64	96	-56	102	u	O=C(O)CC12CC3CC(C1)CC(n1ncc(NCc4ccco4)c(Cl)c1=O)(C3)C2
65	99	-37	93	u	CCSS(=O)(=O)c1cccc2cccnc12
66	98	-23	100	u	Cc1ccc(O)c(-c2cc(C(=O)Nc3cccnc3)[nH]n2)c1
67	98	-18	100	u	Cc1cc(C)n(-c2ccc(C(=O)Nc3cccnc3)cc2)n1
68	102	10	100	u	O=C(O)c1nnn(-c2cc(C(F)(F)F)cc(C(F)(F)F)c2)c1-c1ccccc1
69	97	-37	100	u	c1ccc(-c2nc(-c3ccncc3)n[nH]2)nc1
70	77	-53	85	u	COc1cc(/C=C/C(=O)O)cc(Br)c1O
71	93	22	98	u	CC1(c2ccccc2)CC(C)(C)n2c(O)c(C3=NC(=S)NC3=O)c3cccc1c32 (stereo not given)
72	95	-5	98	u	O=C(CCN1C(=O)c2cccc3cccc(c23)C1=O)NC1CCS(=O)(=O)C1 (stereo not given)

6 compounds out of the list above, ordered by their value in Mcl1 Bid PPI, high to low.
no.	RGS4-Gao reg	Mcl1 Bid PPI	RGS8-Gao reg	RGS7-Gao	Structure
17	100	-1	103	u	O=C(CN1CCN(c2ccccc2)CC1)Nc1scc2c1c(=O)oc1ccccc12
58	99	-2	99	u	Cc1ccc(Cl)cc1NC(=S)N/N=C/c1cccc2ccccc12
11	100	-8	101	u	CC(O)CNc1nc2sc3c(c2c(=O)n1Cc1ccco1)CCCCC3 (stereo not given)
66	98	-23	100	u	Cc1ccc(O)c(-c2cc(C(=O)Nc3cccnc3)[nH]n2)c1
65	99	-37	93	u	CCSS(=O)(=O)c1cccc2cccnc12
5	99	-145	100	u	Nc1c(Cl)ncnc1N/N=C/c1ccc(O)cc1

Additional records:
no.	RGS4-Gao reg	Mcl1 Bid PPI	RGS8-Gao reg	RGS7-Gao	Structure
73	109	1	102	u	N/C(CC(=O)Nc1ccc(F)c(Cl)c1)=N\OC(=O)c1cccs1
74	114	-1	109	u	c1csc(-c2noc(CN3CCOCC3)n2)c1
75	105	-14	104	u	CCOc1ccccc1CN1CCN(Cc2ccon2)CC1CCO (stereo not given)
76	92	-22	99	u	Cc1ccc(NNC(=O)c2ccno2)cc1Cl
77	82	14	91	u	O=C(N/N=C/C=C/c1ccccc1)c1ccccn1
78	96	8	96	u	Cn1c(=O)[nH]c(=O)c2c1nc([N+](=O)[O-])n2Cc1ccccc1
79	103	-9	101	u	NS(=O)(=O)c1ccc(CCNS(=O)(=O)c2ccc(Cl)nc2)cc1
80	103	-28	103	u	CC(C)CCN1NC2(CCCC(C)C2)NC1=S (stereo not given)
81	102	-120	101	u	COc1ccc(/C=N/n2c(-c3n[nH]c4c3CCC4)n[nH]c2=S)c(OC)c1OC
82	103	-63	101	u	COC(=O)Cn1c(=NC(=O)CSCC(=O)Nc2cc(C)on2)sc2ccccc21
83	106	13	104	u	COC(=O)c1cnc(SCc2ccc([N+](=O)[O-])cc2)n1C
84	100	-29	97	u	CCC(=O)Oc1oc(-c2ccccc2)nc1C=Nc1ccc(C)cc1
85	110	-4	103	u	Cc1ccc(S(=O)(=O)Nc2cc(-c3ccccc3)nn2C)cc1
86	93	36	97	u	O=C(Oc1ccc2c(c1)O/C(=C\c1ccncc1)C2=O)c1cccs1
87	100	-27	104	u	COc1ccc([C@@H]2C=C(C(=O)O)O[C@H](OCCCCO)C2)cc1
88	100	-40	100	u	Cn1c(SCC#N)nc2ccccc2c1=O
89	100	-36	99	u	Cc1ccc2c(=O)[nH]c(Cc3ccccc3C(=O)O)nc2c1
90	102	4	100	u	N/C(=N\c1nc2ccccc2o1)NC(=O)c1cccc(Br)c1
91	107	1	102	u	CCOc1ccc2[nH]c3c(N4CCN(C(=O)c5ccco5)CC4)ncnc3c2c1
92	100	-28	100	u	O=C(Cc1c[nH]c2ccccc12)N/N=C/c1ccccc1O
93	108	-45	104	u	Cc1nc(C(=O)N2CCOCC2)sc1C1(C)CC(c2ccccc2)=NO1 (stereo not given)
94	95	-43	100	u	CCCCN(CCCC)C(=O)c1sc2nc(N3CCOCC3)c3c(c2c1N)CCCC3
95	96	-33	98	u	O=C(N/N=C/c1cc([N+](=O)[O-])cc(Br)c1O)C12CC3CCC(CC(C3)C1)C2
96	108	-8	98	u	CCn1c(NCCCO)nc2c(c1=O)C(C)(CC)Cc1ccccc1-2 (stereo not given)
97	104	-16	108	u	CN(c1ccccc1)S(=O)(=O)c1ccc(C(=O)OCC(=O)NCc2cccs2)cc1
98	107	-62	101	u	COc1ccc(C2NC(=O)Cc3cc(OC)c(OC)cc32)cc1OC (stereo not given)
99	100	-20	100	u	CC(C)(C)C(=O)O/N=C(\N)c1c(Cl)cccc1Cl
100	107	-7	104	u	CCOC(=O)N1CCC(N2CCN(S(=O)(=O)c3ccc([N+](=O)[O-])cc3)CC2)CC1
101	106	-64	100	u	O=C(NC(=O)c1ccccc1Cl)Nc1ccc(-c2cnco2)cc1
102	101	-67	102	u	COc1cccc(C(=O)Nc2c[nH]c(=O)[nH]c2=O)c1
103	111	-7	108	u	COC(C[C@@H]1O[C@@H]1[C@@H](O)COCc1ccccc1)OC
